# Assay outcomes as filed in PubChem.
# UHRF1 MBD2 ctr: human UHRF1 methylated DNA binding inhibitors; Q96T88; 0.75% of 370,000 active; UHRF1 binding to methylated oligo, TR-FRET; inhibition, % at 4.4 µM; AID 687016; in the data active means inhibition above about 21%;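 further: UHRF1 SRA domain binding a hemimethylated CpG hairpin DNA probe; 0% = median of test compound wells and 100% = reference inhibitor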
# Tn7 DDE FP: inhibitors of Tn7 peptide binding to human fibrin DD(E); FP displacement of FITC-Tn7 peptide from fibrin DD(E); 0% = median of compound wells per plate; inhibition, % at 8.3 µM; 0.13% of 370,000 active;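 active means inhibition above the mean of compounds falling within the control limits plus 3 SD of them, cut at about 14% in these data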;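 further: 0% = plate median of compound wells and 100% = 10 µM Aha-Tn7 peptide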
# Target sequence (P02675 whole entry, looked up): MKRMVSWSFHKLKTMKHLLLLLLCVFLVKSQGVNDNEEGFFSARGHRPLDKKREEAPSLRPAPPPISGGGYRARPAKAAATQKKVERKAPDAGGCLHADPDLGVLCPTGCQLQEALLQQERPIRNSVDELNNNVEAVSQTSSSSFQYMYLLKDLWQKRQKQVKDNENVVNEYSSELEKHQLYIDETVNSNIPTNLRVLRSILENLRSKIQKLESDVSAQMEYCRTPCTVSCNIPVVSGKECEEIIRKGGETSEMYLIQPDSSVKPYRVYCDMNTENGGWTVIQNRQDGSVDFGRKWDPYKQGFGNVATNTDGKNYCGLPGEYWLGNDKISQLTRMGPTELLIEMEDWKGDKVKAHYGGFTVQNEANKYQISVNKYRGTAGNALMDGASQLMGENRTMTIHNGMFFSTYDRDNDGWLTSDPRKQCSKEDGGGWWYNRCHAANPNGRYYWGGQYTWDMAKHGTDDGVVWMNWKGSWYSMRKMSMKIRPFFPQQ
#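 Assay system: Fibrin-DD(E) protein isolated from polymerized human fibrin clots; read-out basis: percent inhibition; medium: Tris/NaCl/CaCl2 buffer, pH 7.8; signal: FP measurement; incubation: 10 min plus 3 h, room temperature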
# PRMT1 inh: inhibitors of human PRMT1; Q99873; recombinant PRMT1, activity-based probe fluorescence polarization; inhibition, % at 2.79 µM; 1.3% of 370,000 active;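 active means inhibition above about 21% made by adding two undisclosed values, limit read from the data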
# Target sequence (Q99873 whole entry, looked up): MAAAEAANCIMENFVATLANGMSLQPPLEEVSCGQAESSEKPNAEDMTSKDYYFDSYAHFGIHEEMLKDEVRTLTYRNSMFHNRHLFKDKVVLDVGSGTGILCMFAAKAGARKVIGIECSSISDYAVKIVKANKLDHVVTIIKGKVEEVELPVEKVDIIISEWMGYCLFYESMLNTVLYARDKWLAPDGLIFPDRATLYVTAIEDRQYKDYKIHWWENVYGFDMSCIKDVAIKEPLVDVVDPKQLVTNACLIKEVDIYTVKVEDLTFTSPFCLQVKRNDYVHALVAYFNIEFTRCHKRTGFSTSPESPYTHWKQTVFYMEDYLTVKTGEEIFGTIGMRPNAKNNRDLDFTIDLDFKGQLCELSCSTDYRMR
# TDP2 inh: TDP2 (human) inhibition, absorbance primary screen. O95551. AID 720702. inhibition, % at 12.8 µM. 0.34% of 370,000 active. recombinant TDP2, T5PNP hydrolysis, p-nitrophenol absorbance 415 nm;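 active means inhibition above the mean of all tested compounds plus 3 SD, set per campaign, cut at about 25% in these data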;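 further: 0% = DMSO with enzyme and 100% = buffer with substrate but no TDP2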
#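 Evaluation: % inhibition relative to enzyme-containing and enzyme-free wells. Material: recombinant human TDP2. Benchmarks: enzyme-free and DMSO wells. Timing: enzyme reaction with compound for 2 h at 37 °C. Compound dosing: 12.8 µM only. Measured by: p-Nitrophenol epi absorbance. Reagent: T5PNP substrate at 5 mM, a TopII-DNA adduct mimic. Replication: single well per compound.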
# MBD2 DNA inh: inhibitors of human MBD2 binding to methylated oligonucleotide; Q9UBB5; TR-FRET; inhibition, % at 4.4 µM; 0.31% of 370,000 active; in the data active means inhibition above about 13%
# SIAE primary: blocks human sialic acid acetylesterase. inhibition, % at 9.66 µM. Q9HAT2. AID 1053197. SIAE FP-Rh probe binding, fluorescence polarization. 0.69% of 370,000 active;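 active means inhibition above a cutoff: mean of compounds within the control limits plus 3 SD of those, cut at about 17% in these data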;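 further: 0% = plate median of compound wells and 100% = probe without SIAE protein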
# LEDGF integ inh: blocks HIV-1 LEDGF/p75-dependent DNA integration; TR-FRET IN-LEDGF/p75 DNA integration, Eu/Cy5; inhibition, % at 3.7 µM; 0.64% of 370,000 active;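 active means inhibition above the screen-wide mean plus 3 SD, cut at about 13% in these data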;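 further: signal is the Cy5 over europium emission ratio at 671 and 618 nm; 0% = plate median of compound wells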
# proKLK7 act: activates the human kallikrein-7 zymogen; P49862; 0.9% of 370,000 active; AID 652039; purified proKLK7, EDANS-DABCYL substrate fluorescence; 100% is mature enzyme control, 0% vehicle; activation, % at 7 µM;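 active means activation above the mean of all tested compounds plus 3 SD, computed per campaign excluding outliers beyond control limits, cut at about 13% in these data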
# DDE Tn6 FP inh: disrupts Tn6 cyclic peptide binding to fibrin D-Dimer-E complex. AID 720509. P02675. Fibrin DD(E) TRITC-Tn6 fluorescence polarization displacement. inhibition, % at 8.3 µM. 0.21% of 370,000 active;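 active means inhibition above a per-campaign cutoff: mean of compounds within control limits plus 3 SD, cut at about 15% in these data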;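 further: 0% = median of all compound wells on the plate and 100% = blocking peptide control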
# TCR-CD3 inh: human TCR-CD3 binding inhibition | TAMRA-labeled TCR probe fluorescence, biochemical | inhibition, % at 9.4 µM | 0.37% of 360,000 active | AID 651800; in the data active means inhibition above about 19%;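 further: recombinant mutant TCR 2C K166C tagged with TAMRA read by polarization; 0% = receptor in buffer alone and 100% = receptor with positive control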
# Active calls of the source: *; · = not tested or not shown. Rows are unselected; about 4.6% have a hit in one of these screens.
# Values run as follows: UHRF1 MBD2 ctr	Tn7 DDE FP	PRMT1 inh	TDP2 inh	MBD2 DNA inh	SIAE primary	LEDGF integ inh	proKLK7 act	DDE Tn6 FP inh	TCR-CD3 inh
CCSc1nnc(NC(=O)COc2ccc3ccccc3c2)s1
    0	-5	-2	6	0	-1	-1	-0.2	7	6
O=C(COc1ccccc1[N+](=O)[O-])N(C1CCCCC1)C1CCS(=O)(=O)C1 (stereo not drawn)
    4	-7	-5	-12	3	0	2	0.4	-6	-8
CCN(c1ccc(OC)cc1)S(=O)(=O)c1csc(C(=O)N2CCCC2)c1
    0	5	-1	-13	-3	-1	-3	-0.2	11	6
O=C(CN1CCCCCC1)Nc1cccc2c1OCO2
    1	-3	0	-1	1	3	5	0.1	-10	2
O=C(/C=C/Nc1ccc(F)cc1F)c1cccs1
    1	-5	0	-6	0	-5	0	-0.8	-2	-2
COC(=O)N/N=C/c1ccc(OC(=O)/C=C/c2ccco2)cc1
    0	3	1	-2	-6	2	5	0.5	8	8
Fc1cc(F)cc(-c2oncc2-c2nnnn2-c2ccccc2)c1
    0	4	-6	-1	0	-6	-1	0.3	7	1
COc1ccc(N2CCN(S(=O)(=O)c3ccc(OC)c(C(=O)N4CCOCC4)c3)CC2)cc1
    1	-3	-1	-2	3	-2	0	-0.3	-3	4
CCN(CC(=O)Nc1cc(Cl)ccc1C)C(=O)COc1ccccc1F
    -3	3	0	7	0	0	0	0.3	8	-2
Cc1cc(NS(=O)(=O)c2ccc(NC(=O)CSc3nnc(-c4ccco4)n3N)cc2)nc(C)n1
    0	0	-2	6	0	13	1	0.7	3	7
O=C(O)CC(NC(=O)C(c1ccccc1)c1ccccc1)c1ccco1 (stereo not drawn)
    0	2	3	1	-1	-1	-2	0.1	1	-2
Cc1c(C(=O)CN2CCCC(C)(C)C2)c2ccccc2n1C
    1	-5	-3	14	-2	13	-4	-0.5	2	3
O=C(NCc1ccccn1)[C@@H]1CCCN1C(=O)[C@@H]1CCCN1C(=O)c1ccccc1
    -1	2	-7	-1	-6	1	3	-0.1	8	0
COc1ccc(S(=O)(=O)NCc2ccco2)c2ccccc12
    6	2	1	-5	-1	3	0	0.1	-1	-2
Cc1nn(-c2ccc(F)cc2)c2nc(N)c(C#N)c(-c3ccc(O)c(O)c3)c12
    -2	1	-2	-4	-6	-14	3	-0.7	-9	12
CCOC(=O)C1=C(N)Oc2c(oc(CO)cc2=O)C1c1ccc(Cl)cc1 (stereo not drawn)
    5	-1	2	1	8	-5	-2	0.1	0	-13
Cc1ccc(NC(=O)c2ccccc2F)cc1S(=O)(=O)N1CCCCCC1
    -3	1	-1	-7	0	-9	0	0.2	-2	8
COc1cc2[nH]c3c(N4CCN(c5ccc(Cl)cc5)CC4)ncnc3c2cc1OC
    -3	2	-3	-6	-1	30*	0	-10	-5	5
Cn1c(CSCc2ccc(Cl)cc2)nnc1SCC(=O)Nc1nc2ccccc2s1
    -1	6	0	-7	2	-2	1	0.1	5	4
CCc1ccc(N2CC(C(=O)OCC(=O)Nc3cc(C)on3)CC2=O)cc1 (stereo not drawn)
    -2	3	1	8	-3	-1	13	-0.3	5	4
Cc1cccc(C)c1NC(=O)CN(C)C(=O)c1ccccc1Cc1ccccc1
    -2	-6	1	-2	-5	7	3	0.4	1	11
Cc1ccccc1C(=O)Nc1cc(-c2cc(C(C)(C)C)oc2C)nn1C
    2	3	4	0	1	0	0	0.0	-6	-2
CSc1nnc(N(CCC#N)CCC#N)s1
    -2	0	-1	3	0	3	-3	-0.3	4	7
Cc1ccc(CN2C(=O)c3ccccc3C2c2nnnn2C(C)C)cc1 (stereo not drawn)
    -1	6	0	5	-1	2	-3	-0.3	3	-3
COc1cc(C)nc(NS(=O)(=O)c2ccc(C)cc2)n1
    2	1	-1	7	-2	3	-1	-0.1	-3	4
CCC(=O)Nc1nc(-c2ccc3c(c2)CC(C)N3S(C)(=O)=O)cs1 (stereo not drawn)
    -1	3	-2	9	-1	0	-3	-0.2	-5	6
O=c1oc2c(-c3ccc([N+](=O)[O-])cc3)cc(O)cc2s1
    30*	9	78*	18	21*	5	25*	-0.1	-4	10
c1ccc2c(c1)C(=Nn1cnnc1)c1ccccc1-2
    -19	0	1	6	-6	-5	0	-0.4	11	4
CC(CCc1ccccc1)NC(=O)COC(=O)c1ccc(NC(=O)CC#N)cc1 (stereo not drawn)
    -3	11	0	-10	-6	-35	-1	-0.5	8	30*
Cc1nn(-c2ccccc2)c(C)c1NC(=O)c1ccc(S(=O)(=O)N2CCCC2)cc1
    -1	2	3	4	3	0	-1	0.2	0	9
O=C(CSc1nnc(-c2cccnc2)n1-c1ccc(Cl)cc1)c1ccc(F)cc1
    -3	2	8	2	0	-2	-3	0.5	4	·
O=C(CCCO)NC1Cc2ccccc2C1
    0	-1	2	1	0	-8	-5	0.6	5	0
Cc1sc(CO)c(Sc2ccccc2)c1C(=O)O
    0	-4	0	7	1	5	-1	0.3	8	9
NC(=O)c1cccc2cc3ccccc3cc12
    -4	-3	-1	-3	-6	6	-6	53*	-7	1
C=CCn1c(-c2ccc(Cl)cc2)cnc1SC(C)C(=O)NC(N)=O (stereo not drawn)
    1	1	-7	1	-1	-7	2	-0.2	-4	0
CCn1cc(C(=O)OCC(=O)Nc2cccc(C)c2)c(=O)c2ccc(C)nc21
    0	-3	2	3	4	2	-1	-0.1	3	-1
CCN(CC)S(=O)(=O)c1ccc2nc(SC)sc2c1
    1	-2	1	-10	0	5	3	0.2	1	4
CC(C)N1C(=O)C(=O)N(CC(=O)N(C)c2ccccc2)C1=O
    0	0	2	2	-1	6	-4	-0.5	-6	3
COc1ccc(C)cc1NC(=O)Cn1cnnn1
    3	-13	4	-8	-3	-4	-11	-1.0	0	-1
CCCC(=O)Nc1ccc(NC(=O)c2ccccc2OC)cn1
    -2	0	-1	2	-2	2	-3	0.4	-7	2

# Record cards, as listed above. Values in the order: UHRF1 MBD2 ctr, Tn7 DDE FP, PRMT1 inh, TDP2 inh, MBD2 DNA inh, SIAE primary, LEDGF integ inh, proKLK7 act, DDE Tn6 FP inh, TCR-CD3 inh
# `CCn1cc(C(=O)OCC(=O)Nc2cccc(C)c2)c(=O)c2ccc(C)nc21` is listed with 0, -3, 2, 3, 4, 2, -1, -0.1, 3, -1
# `Cc1nn(-c2ccccc2)c(C)c1NC(=O)c1ccc(S(=O)(=O)N2CCCC2)cc1` is listed with -1, 2, 3, 4, 3, 0, -1, 0.2, 0, 9

# Part of the list above, tab-delimited.
canonical_smiles	UHRF1 MBD2 ctr	Tn7 DDE FP	PRMT1 inh	TDP2 inh	MBD2 DNA inh	SIAE primary	LEDGF integ inh	proKLK7 act	DDE Tn6 FP inh	TCR-CD3 inh
Cc1nn(-c2ccccc2)c(C)c1NC(=O)c1ccc(S(=O)(=O)N2CCCC2)cc1	-1	2	3	4	3	0	-1	0.2	0	9
O=C(CSc1nnc(-c2cccnc2)n1-c1ccc(Cl)cc1)c1ccc(F)cc1	-3	2	8	2	0	-2	-3	0.5	4	·
O=C(CCCO)NC1Cc2ccccc2C1	0	-1	2	1	0	-8	-5	0.6	5	0
Cc1sc(CO)c(Sc2ccccc2)c1C(=O)O	0	-4	0	7	1	5	-1	0.3	8	9
NC(=O)c1cccc2cc3ccccc3cc12	-4	-3	-1	-3	-6	6	-6	53*	-7	1
C=CCn1c(-c2ccc(Cl)cc2)cnc1SC(C)C(=O)NC(N)=O (stereo not drawn)	1	1	-7	1	-1	-7	2	-0.2	-4	0
CCn1cc(C(=O)OCC(=O)Nc2cccc(C)c2)c(=O)c2ccc(C)nc21	0	-3	2	3	4	2	-1	-0.1	3	-1
CCN(CC)S(=O)(=O)c1ccc2nc(SC)sc2c1	1	-2	1	-10	0	5	3	0.2	1	4
CC(C)N1C(=O)C(=O)N(CC(=O)N(C)c2ccccc2)C1=O	0	0	2	2	-1	6	-4	-0.5	-6	3
COc1ccc(C)cc1NC(=O)Cn1cnnn1	3	-13	4	-8	-3	-4	-11	-1.0	0	-1
CCCC(=O)Nc1ccc(NC(=O)c2ccccc2OC)cn1	-2	0	-1	2	-2	2	-3	0.4	-7	2

# Remaining list, next part:
# Values run as follows: UHRF1 MBD2 ctr	Tn7 DDE FP	PRMT1 inh	TDP2 inh	MBD2 DNA inh	SIAE primary	LEDGF integ inh	proKLK7 act	DDE Tn6 FP inh	TCR-CD3 inh
O=C(Nc1nc2ncccn2c1-c1ccc(C(F)(F)F)cc1)c1ccc(F)cc1
    -2	4	-1	-3	-5	5	-2	3.5	-2	·
CCCn1c(N)c(Sc2ccccc2)c(=O)n(CCC)c1=O
    -1	-3	0	3	-3	-2	-1	0.2	6	5
O=C(O)c1cc(-c2ccc3c(c2)OCO3)nc2ccc(Cl)cc12
    1	-6	4	11	-3	-4	-2	-0.1	4	-4
COC(=O)c1ccccc1NC(=O)Cn1nnc(-c2ccc3c(c2)OCO3)n1
    -2	5	-4	15	-3	2	1	0.0	-8	3
CC1C(=O)C(C)C(c2ccc(Br)cc2)NC1c1ccc(Br)cc1 (stereo not drawn)
    -3	-6	-5	5	-2	-8	0	-0.4	0	4
COc1ccc(NC(=O)COC(=O)CCC2CCCC2)c(OC)c1
    -1	4	1	5	-4	-3	-4	0.6	-1	-1
COC(=O)C1=C(C)NC(c2c(O)ccc3ccccc23)C(C(=O)OC)=C1C (stereo not drawn)
    8	-8	-4	-25	1	3	2	-0.7	-5	-6
O=C(Nc1cc(S(=O)(=O)Nc2ccc(Cl)cc2)ccc1N1CCCCC1)c1ccc(F)cc1
    -3	8	0	1	-8	-113	-3	0.7	2	1
CCOC(=O)N1CCN(C(=O)CS(=O)(=O)Cc2nc(-c3cccc(OC)c3)oc2C)CC1
    -1	0	1	-11	2	-3	4	0.6	-4	6
CN1C(=O)CC(N2CCN(c3ccccn3)CC2)C1=O (stereo not drawn)
    -2	1	-3	-5	0	2	-2	-0.1	1	5
COc1cc(C(=O)OCCNC(=O)c2cccnc2)cc(OC)c1OC
    1	3	-1	3	0	2	5	0.5	8	-2
CC(=O)c1cccc(NC(=O)COC(=O)CCC(=O)c2cccs2)c1
    -2	1	-3	0	-1	-7	1	0.2	-1	-8
O=C(Nc1ccc(C(=O)N2CCCC2)cc1)c1ccc2c(c1)OCO2
    1	-3	2	-2	4	-7	-1	0.0	6	-4
CC1=C(C(=O)Nc2cccnc2)C(c2ccc3c(c2)OCO3)C2=C(CCCC2=O)N1 (stereo not drawn)
    5	-5	1	-6	7	-1	4	5.4	4	-8
N#CC(=C1SC=CS1)c1nc(-c2ccccc2)cs1
    -2	-4	5	-10	-9	15	1	0.1	4	2
S=C(NNC(=S)Nc1ccc(Cl)cc1)NNc1ccccc1
    -5	-3	0	11	2	8	2	0.3	-5	-1
